Screening results: PubChem, Sanford-Burnham Center for Chemical Genomics
MKP-3 inhibition: MKP-3 phosphatase inhibitors, primary screen, biochemical, rat enzyme, in vitro (AID 425); Dual specificity protein phosphatase 6 (Rattus norvegicus); recombinant MKP-3 phosphatase activity, fluorescence; higher % means a stronger effect; inhibition, % at 20 µM; hits with a dose series show IC50 in µM; 0.17% of 110,000 active; in the data active = inhibition above about 50%;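 also: plate controls were vehicle for no effect and reference inhibitor for full effect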
Hsp70 inhibitors: Hsp70 inhibitors, probe displacement, primary screen, biochemical, fluorescence polarization (AID 583). 0.06% of 140,000 active. Hsp70 fluorescence polarization probe displacement, mP; higher % means a stronger effect. displacement, % at 20 µM, or IC50 in µM where a hit was titrated; in the data active = displacement above about 50%;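 also: plate controls were vehicle for no effect and reference ligand for full effect; a part of the inactive calls stands beside numbers as strong as those of hits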
The depositor's hits bear a star; . = no result given; & = joins results of further samples.

MKP-3 inhibition | Hsp70 inhibitors | canonical_smiles
0% | 1.8% | Cc1cccc(N(CC(=O)NCc2ccc3c(c2)OCO3)C(=O)CCC(=O)Nc2ccccn2)c1
. | 8.7% | Cc1nn(CC#N)c(=O)n1-c1ccc(F)cc1
-6% | 3.4% | Cc1nc2ncnn2c(C)c1CCC(=O)N1CCN(c2ccccn2)CC1
. | 4.0% | Clc1ccc2nc(CSc3nnc4ccccn34)cn2c1
-2% | -1.8% | CCOc1ccc(NC(=O)CN(c2ccc(Cl)cc2)S(C)(=O)=O)cc1
-1% | 1.6% | O=C(CSc1ncn[nH]1)NCCCc1ccccc1
4% | 3.5% | COc1cc(C2SCC(=O)N2CCN2CCCCC2)cc([N+](=O)[O-])c1O (configuration not stated)
-4% | 0.8% | COc1ccc(CNC(=O)C2CCN(S(=O)(=O)c3ccc(-c4nn[nH]n4)cc3)CC2)cc1
0% | -0.7% | Cc1ccc(S(=O)(=O)Nc2c(C)n(C)n(-c3ccccc3)c2=O)c(C)c1
. | 3.7% | COc1ccc(NS(=O)(=O)c2ccc(SC)cc2)c(OC)c1
1% | 4.2% | CCOC(=O)N1CCN(C(=O)CSc2nnc(Cc3cccn3C)n2CCc2ccccc2)CC1
0% | 5.4% | CC(=O)Nc1ccc(S(=O)(=O)NCc2cn3c(C)csc3n2)cc1
3% | 2.2%&-2.0% | Cc1cccc(C(=O)NNC2=C(C(=O)C(F)(F)F)CCC2)c1O
2% | 1.0% | O=C(O)c1ccc(N/C(=N\S(=O)(=O)c2ccc(Cl)cc2)c2ccccc2)cc1
0% | -2.7% | CCOC(=O)c1ccc(CSc2nnc(-c3ccncc3)n2N)cc1
. | -5.5% | CC(=O)C1CCN(Cc2ccccc2)CC1
2% | 5.6% | COc1cccc(N=C2c3ccccc3C(=O)C2c2cccc(Br)c2)c1 (configuration not stated)
10% | 3.0% | O=C(/C=C/c1ccc([N+](=O)[O-])cc1)c1ccc(OC(F)F)cc1
2% | -4.8% | CCN(CC)C(=O)c1cc(-c2ccc(C)cc2)nc2ccccc12
3% | -4.8% | CCOc1ccc(C(=O)Nc2ccc(-c3nc4ccc(C)cc4o3)cc2)cc1Cl
4% | -2.9% | N=C1C(c2ccc(Br)cc2)=C(O)C2CCc3ccccc3N12 (configuration not stated)
-2% | 0.2% | CS(=O)(=O)N1CCN(S(C)(=O)=O)C(OCc2ccccc2)C1OCc1ccccc1 (configuration not stated)
2% | -1.8% | COc1cc(C(=O)Nc2nc(C)c(C)s2)cc(OC)c1OC
-2% | 3.7% | N#Cc1cccc(C(c2nnnn2CCc2ccccc2)N2CCN(C3CCCCC3)CC2)c1 (configuration not stated)
-12% | -5.7% | COc1ccccc1C1(O)CC2CCC(C1)N2S(=O)(=O)c1ccc(C(C)=O)cc1 (configuration not stated)
. | 6.5% | CCCCCCSc1nc(O)c(C2OC(=O)c3c2ccc(OC)c3OC)c(=O)n1CC (configuration not stated)
3%&6% | 5.1%&0.7% | CCOC(=O)c1cncc(NC(=O)c2ccccc2)c1
-13% | 2.8% | NC(=O)CCCC1=NS(=O)(=O)c2ccccc2N1
2% | 1.7% | CCOC(=O)c1ccc(NC(=O)c2cc(Br)ccc2Cl)cc1
3% | 2.1% | COc1ccc(/C=N/Nc2cc(-c3ccccc3)nc(C)n2)cc1

Arranged by SMILES length (largest number first): three of the compounds above.
MKP-3 inhibition | Hsp70 inhibitors | canonical_smiles
-2% | 3.7% | N#Cc1cccc(C(c2nnnn2CCc2ccccc2)N2CCN(C3CCCCC3)CC2)c1 (configuration not stated)
-6% | 3.4% | Cc1nc2ncnn2c(C)c1CCC(=O)N1CCN(c2ccccn2)CC1
3% | 2.1% | COc1ccc(/C=N/Nc2cc(-c3ccccc3)nc(C)n2)cc1

Single records, as listed above.
O=C(/C=C/c1ccc([N+](=O)[O-])cc1)c1ccc(OC(F)F)cc1 as listed: MKP-3 inhibition: 10%; Hsp70 inhibitors: 3.0%
CC(=O)C1CCN(Cc2ccccc2)CC1 as listed: MKP-3 inhibition: .; Hsp70 inhibitors: -5.5%
N#Cc1cccc(C(c2nnnn2CCc2ccccc2)N2CCN(C3CCCCC3)CC2)c1 (configuration not stated) as listed: MKP-3 inhibition: -2%; Hsp70 inhibitors: 3.7%

(further entries)
MKP-3 inhibition | Hsp70 inhibitors | canonical_smiles
1% | 3.9% | COc1ccc(N2CCN(C(CNC(=O)c3ccc4c(c3)OCO4)c3cccnc3)CC2)cc1 (configuration not stated)
4% | 4.0% | Cc1ccc(OCCCNC(C)(C)C)c(C(C)(C)C)c1
4% | 5.0% | CCOC(=O)CNC(=O)COc1ccc(Cl)cc1Br
1% | -5.9% | COc1ccccc1NC(=O)C1=C(C)NC(=S)NC1c1ccc(F)cc1 (configuration not stated)
6% | 3.7% | CCOc1ccccc1/C=N/Nc1nnc(-c2ccccc2)c(=O)[nH]1
-2% | -0.7% | COC(=O)c1cc(NC(=O)c2cccc3c(Br)cccc23)cc(C(=O)OC)c1
. | -1.2% | COC(=O)C1=C(C)N=C2SC(C)C(=O)N2C1/C=C/c1ccccc1 (configuration not stated)
0% | 0.6% | O=C(N[C@@H]1CSC/C1=N\O)c1ccccc1
-2% | -1.5% | COc1ccc(/C=C2/Sc3ccccc3C2=O)cc1Br
2% | -4.0% | O=C(CCNc1ccc([N+](=O)[O-])cc1)c1cccs1
-1% | 2.3% | CSc1nsc(SCC(=O)NC2CCCCC2)n1
5% | -2.2% | CCc1ccc(NC2=C(Cl)C(=O)N(c3ccc(C)cc3C)C2=O)cc1
-4% | -5.8% | Cc1nc2ccccc2cc1O
-4% | 1.4% | CC(=O)OCC(=O)[C@H]1CC[C@H]2[C@@H]3CC=C4C[C@@H](O)CC[C@]4(C)[C@H]3CC[C@]12C
-2% | -4.1% | CCOC(=O)c1ccc(NC(=O)CN2C(=O)CSC2=O)cc1
-8% | -0.4% | COc1ccc(N2CCN(C(=O)COc3ccc4ccccc4c3)CC2)cc1
3% | -7.0% | CCOc1ccccc1CNC(=O)C1CCCN(c2nc3ccccc3o2)C1 (configuration not stated)
-1% | -3.6% | CCn1c(=O)c(C(=O)NCCNCCO)c(O)c2ccccc21
3% | -28% | CCC1=NN2C(=N)/C(=C\c3ccc(N(CC)CC)cc3)C(=O)N=C2S1
. | 0.3% | CCc1ccc(OCc2nnc(NC(=O)c3cccs3)s2)cc1
1% | 8.8% | O=C1N=c2ccc(I)cc2=C1c1[nH]c(=S)[nH]c1O
4% | -3.2% | O=C(CSc1ccc(/C=N/NC(=O)c2ccncc2)o1)Nc1ccccc1
2% | 4.4% | CCc1ccc(NC(=O)COc2ccc(C)cc2C)cc1
1% | 0.9% | Cn1c(COc2ccc(Cl)cc2)n[nH]c1=S
. | -3.5% | CC(C)(C)n1nnnc1C(c1cccnc1)N1CCN(c2cccc(C(F)(F)F)c2)CC1 (configuration not stated)
1% | 4.1% | Cc1ccc(-c2ncnn2-c2ccc(F)c([N+](=O)[O-])c2)cc1
. | 0.4% | C[n+]1cc[nH]c1SCC(=O)c1ccccc1
1% | 1.0% | Cc1cc(=O)[nH]c(SCc2ccc(Cl)cc2Cl)n1
-1% | -1.1% | O=C1OC(c2ccc(NC(=O)C(F)(F)F)cc2)(c2ccc(NC(=O)C(F)(F)F)cc2)c2ccccc21
3% | 5.0% | NC(=O)c1cccc(N=Cc2ccc(Br)s2)c1

Ordered by value in MKP-3 inhibition (descending): some entries from above.
MKP-3 inhibition | Hsp70 inhibitors | canonical_smiles
4% | 5.0% | CCOC(=O)CNC(=O)COc1ccc(Cl)cc1Br
-2% | -0.7% | COC(=O)c1cc(NC(=O)c2cccc3c(Br)cccc23)cc(C(=O)OC)c1
-4% | 0.8% | COc1ccc(CNC(=O)C2CCN(S(=O)(=O)c3ccc(-c4nn[nH]n4)cc3)CC2)cc1
-13% | 2.8% | NC(=O)CCCC1=NS(=O)(=O)c2ccccc2N1

(listing goes on)
MKP-3 inhibition | Hsp70 inhibitors | canonical_smiles
-10% | -1.1% | CCCOC(=O)CCCCC1SCC(NC(=O)OC)C1NC(=O)OC (configuration not stated)
3% | 3.1% | COC(=O)c1ccc(CSc2nc3ccccc3[nH]2)cc1
4% | 3.3% | CCCn1c(SCCc2ccccc2)nc2c1c(=O)[nH]c(=O)n2C
. | 6.5% | CCOc1ncccc1C(=O)OCC(=O)c1ccc(Cl)s1
2% | 0.2% | c1ccc(-n2ncc3c(N4CCN(C5CCCCC5)CC4)ncnc32)cc1
-3% | 4.2% | CCCNC(=O)c1noc2c1CCc1ccccc1-2
0% | 4.1% | Cc1ccc(OCCN2C(=O)OC(C)(C)C2(C)O)cc1 (configuration not stated)
-8% | 0.1% | Cc1ccc(S(=O)(=O)N2C3C=CC(C3)C2C(=O)O)cc1 (configuration not stated)
. | 1.5% | CC(=Nc1ccccc1)C1=C(O)CSC1=O
-1% | -2.5% | O=C1c2ccccc2NC(c2cccc([N+](=O)[O-])c2)N1O (configuration not stated)
4% | . | O=C1NC(=Nc2ccc(F)cc2)S/C1=C/c1ccc(Br)cc1
. | -1.6% | COc1ccc(CC(=O)N2CCc3ccccc32)cc1
. | -1.7% | Cc1ccc(C(=O)Oc2oc(-c3ccco3)nc2C=Nc2ccc(Cl)cc2)cc1
0% | 1.0% | CCC(C(=O)Nc1cc(OC)c(Cl)cc1OC)c1ccccc1 (configuration not stated)
-7% | . | COC(=O)C1=C(C)N=C2SC(C)C(=O)N2C1/C=C/c1ccccc1OC (configuration not stated)
1% | -7.2% | O=C(Cn1cc2c(n1)CCCCC2)N1CCc2ccccc21
. | 2.0% | O=C1c2ccccc2C(=O)c2c1ccc1c(=O)n(C3CCCCC3)[nH]c21
-12% | . | CCOC(=O)Cn1c(=O)c2c(nc3n2CCCCN3c2ccc(OCC)cc2)n(C)c1=O
-4% | 2.9% | Cc1cccc(N2CCN(S(=O)(=O)c3cnc[nH]3)CC2)c1C
-3% | 2.0% | O=C(c1cn(-c2ccccc2)nc1-c1cccnc1)N1CCCCC1
0% | 3.8% | CCn1c(SCc2nc(-c3ccccc3)no2)nc2ccccc21
3% | 0.1% | COc1ccc(NC(=O)CN(c2ccc(C)cc2)S(=O)(=O)c2ccc(SC)cc2)c(OC)c1
. | 1.1% | CNC(=O)c1ccc(-c2sc3nc(N4CCOCC4)c4c(c3c2N)CC(C)(C)OC4)o1
1% | -4.5% | Cc1ccc(C)c(NC(=O)CCn2nc(C)cc2C)c1
-3% | -1.9% | O=c1c2[nH]c3ccc(F)cc3c2ncn1CCCN1CCOCC1
-3% | -2.7% | CCOC(=O)N1CCC(NC(=O)c2cc3c(C)nc4ccccc4c3o2)CC1
-7% | 2.1% | COc1cc(C(=O)N(CCCO)Cc2cc3ccc(C)c(C)c3[nH]c2=O)cc(OC)c1OC
8% | -2.1% | COc1ccc(/C=C/C(=O)c2ccc(Cl)cc2)cc1[N+](=O)[O-]
-4% | 1.1% | CCOc1ccccc1NC(=O)C1Cc2ccccc2CN1S(C)(=O)=O (configuration not stated)
. | 1.4% | Cc1cccc(-c2nnc(SCC(=O)NCc3ccc4c(c3)OCO4)n2C)c1
0% | -1.2% | CC(C)CNC(=O)C(=O)Nc1c(O)c2ccccc2[nH]c1=O
. | 27% | C=CCn1c(C)c(C(C)=O)c(N2CCN(c3ccccc3)CC2)nc1=S
-3% | 4.4% | COc1cccc(/C=N/NC(=O)C2CC(=O)N(c3ccc(C)cc3)C2)c1 (configuration not stated)
. | -9.0% | COC(=O)C1C(c2ccc(Cl)cc2)NC(c2ccc(Cl)cc2)C(C(=O)OC)S1(=O)=O (configuration not stated)
6% | -4.3% | CCc1nnc(NC(=O)c2ccc(Cl)cc2Cl)s1
-2% | -3.3% | c1ccc(NC2=Nc3ccccc3CS2)cc1
-8% | -7.0% | CCCCN(CC)C(=O)c1cccc(Cl)c1
6% | 2.0% | CCOc1ccccc1NC(=O)CN(c1ccc(Cl)cc1)S(C)(=O)=O
. | 0.6% | CCOC(=O)c1cc2c(ccn2C)n1CC(=O)N1CCCC(C)C1 (configuration not stated)
-2% | 1.2% | CCc1ccc(NC(=O)CCNS(=O)(=O)c2cccc3nonc23)cc1
-7% | 0.8% | CCn1c(NCc2cccs2)nc2ccccc21
-9% | 4.3% | O=C1Nc2ccccc2OC1CC(=O)N1CCOCC1 (configuration not stated)
-10% | -5.3% | COCCNS(=O)(=O)c1ccc(SC)cc1
0% | 3.8% | CC1(C)Cc2c(sc3[nH]c(=S)n(Cc4ccccc4)c(=O)c23)CO1
3% | . | O=C(/C=C/Nc1ccccc1Br)c1ccccn1
-2% | -0.1% | Nc1nnc(CSCc2ccc(Cl)cc2Cl)s1
-5% | 1.4% | Cc1cc(C)nc(-n2nc(C)cc2NC(=O)CN2CCC(C)CC2)n1
-5% | 0.0% | COc1ccc(-c2noc(CCC(=O)Nc3nc4ccccc4s3)n2)cc1
-5% | -5.0% | Cc1noc(C)c1COC(=O)c1cc2c3ccccc3n(C)c2s1
-10% | 2.1% | CCOC(=O)CNC(=O)c1cc(-c2ccc3c(c2)OCCO3)oc1C
. | 9.2% | CN1C(=O)CC(Sc2ccccc2C(=O)O)C1=O (configuration not stated)
9% | -1.4% | COC(=O)c1ccc(C)c(NS(=O)(=O)c2ccc(NC(C)=O)cc2)c1
3% | -4.4% | CCOC(=O)c1c(NC(=O)COc2c(C)cc(C)cc2C)sc(C(=O)Nc2ccccc2)c1C
-4% | -2.1% | CC1=NN(c2nc(-c3ccccc3)cc(-c3ccc(C)cc3)n2)C(=O)C1
-4% | -3.1% | Cc1cc(C)n(-c2nnc3n2N=C(c2ccccc2)CS3)n1
-3% | -0.1% | N#Cc1nc(-c2ccccc2F)oc1NCCN1CCOCC1

Look-ups from the results shown:
CC1=NN(c2nc(-c3ccccc3)cc(-c3ccc(C)cc3)n2)C(=O)C1 in MKP-3 inhibition shows -4%
COc1ccc(-c2noc(CCC(=O)Nc3nc4ccccc4s3)n2)cc1 in Hsp70 inhibitors shows 0.0%

Only part of the results is shown; the hit share may differ from the screen's.
